Source: PubChem BioAssay
HCV inh: inhibitors of hepatitis C virus infection; 340,000 compounds, 3.4% hits; Huh7.5.1 HCVcc-Cre infection, luciferase reporter, 44 h; Potency, µM (highest dose often 41.8 µM), without a hit: at the highest dose activity change, negative = inhibition, most hits filed as inhibitors; further: potency means the concentration at half of the fitted maximal effect
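Cells (1,000/well) were plated 4 h before compound, then infected with HCVcc-Cre virus (~0.5 moi). After 44 h further culture, infection was read as luciferase luminescence following a 15 min substrate incubation at room temperature.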
Sm TGR block: blocks Schistosoma mansoni thioredoxin glutathione reductase; Q962Y6; purified TGR, DTNB reduction, TNB absorbance 405 nm; Potency, µM (doses to about 114 µM), for inactives: top-dose activity change, negative = inhibition, actives largely listed as inhibitors; 360,000 compounds, 3% hits; AID 485364; further: potency means the concentration at half of the fitted maximal effect; nearly all actives have a fitted effect of over 60% in size
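First, TGR (20 nM dispensed) and NADPH were mixed with compound. Second, a 15 min room-temperature incubation followed. Third, further NADPH and then DTNB were added to start the reaction. Finally, TNB absorbance was monitored kinetically.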
AmpC inh no detg: AmpC beta-lactamase inhibition without detergent. AmpC nitrocefin hydrolysis, absorbance 480 nm, 0.0001% Triton. Potency, µM (series often up to 57.1 µM), without a hit: top-dose activity change, negative = inhibition, actives largely listed as inhibitors. 330,000 compounds, 0.52% hits. AID 485341;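 further: potency means the concentration at half of the fitted maximal effect; plate controls were no compound for no effect and no enzyme for full effect; nearly all actives have a fitted effect of over 20% in size; some results filed as inactive show a strong effect at the top dose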
Target sequence (P00811 whole entry, looked up): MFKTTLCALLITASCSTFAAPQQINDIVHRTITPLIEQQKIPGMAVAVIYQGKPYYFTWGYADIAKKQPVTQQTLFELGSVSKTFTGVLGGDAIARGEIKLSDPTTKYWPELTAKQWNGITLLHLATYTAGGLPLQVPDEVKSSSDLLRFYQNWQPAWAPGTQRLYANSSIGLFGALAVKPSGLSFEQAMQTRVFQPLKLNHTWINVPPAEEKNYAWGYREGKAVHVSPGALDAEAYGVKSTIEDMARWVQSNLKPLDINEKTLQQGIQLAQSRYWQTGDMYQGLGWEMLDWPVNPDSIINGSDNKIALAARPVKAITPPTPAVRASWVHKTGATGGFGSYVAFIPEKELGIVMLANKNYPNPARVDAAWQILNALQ
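AmpC (5.3 nM in the dispensed reagent) in 20 mM phosphate pH 7.0 with 0.01% (detergent screen) or 0.0001% Triton X-100 was preincubated with compounds for 15 min at room temperature. Nitrocefin was then added from an 800 uM solution, and hydrolysis was followed at 480 nm.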
HCMV antiviral: human cytomegalovirus inhibition. 410,000 compounds, 4.5% hits. activity change, negative = inhibition, % at 57.5 µM. HFF cells, HCMV-luciferase reporter, 72 h; stronger effect = lower value; in the data active means activity change below about -60%; inconclusive means no clear call, values can overlap the other calls; inactive means above about -39%
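HFF cells seeded 16 h at 37C, treated with compounds, infected with luciferase-reporter HCMV at MOI 1 PFU/cell; luciferase read at 72 h post infection, normalized to buffer-only and Salinomycin controls.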
AmpC inh detg: blocks E. coli AmpC beta-lactamase in detergent assay. P00811. AmpC hydrolysis of nitrocefin, absorbance 480 nm, 0.01% Triton. Potency, µM (series often up to 114 µM), for inactives: at the top dose activity change, negative = inhibition, most hits filed as inhibitors. 370,000 compounds, 0.041% hits. AID 485294;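 further: potency means the concentration at half of the fitted maximal effect; 0% = no-compound wells and -100% = no-enzyme wells; nearly all actives have a fitted effect of over 25% in size; some results filed as inactive show a strong effect at the top dose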
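AmpC (5.3 nM in the dispensed reagent) in 20 mM phosphate pH 7.0 with 0.01% (detergent screen) or 0.0001% Triton X-100 was preincubated with compounds for 15 min at room temperature. Nitrocefin was then added from an 800 uM solution, and hydrolysis was followed at 480 nm.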
Giardia FBPA inh: inhibitors of Giardia lamblia fructose-1,6-bisphosphate aldolase; A8B2U2; purified Giardia FBPA; Potency, µM (highest dose often 59.6 µM), for the others: at the highest dose activity, negative = inhibition, hits mostly inhibitors; 290,000 compounds, 0.71% hits; AID 2451; further: potency means the concentration at half of the fitted maximal effect; nearly all actives have a fitted effect of over 55% in size
Target sequence (A8B2U2 whole entry, looked up): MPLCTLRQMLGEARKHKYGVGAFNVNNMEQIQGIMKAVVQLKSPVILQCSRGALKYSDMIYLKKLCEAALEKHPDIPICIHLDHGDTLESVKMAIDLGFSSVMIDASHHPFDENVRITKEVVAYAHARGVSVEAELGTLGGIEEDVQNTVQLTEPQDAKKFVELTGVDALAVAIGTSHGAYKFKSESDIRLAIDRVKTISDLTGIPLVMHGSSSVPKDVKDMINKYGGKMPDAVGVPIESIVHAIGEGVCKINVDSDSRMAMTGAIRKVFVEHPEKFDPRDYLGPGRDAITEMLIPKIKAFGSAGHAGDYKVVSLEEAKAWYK
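Giardia FBPA (40 nM reagent) was preincubated 10 min at RT with compound (up to 57.5 uM final), then substrate plus GAPDH/TPI/NAD/arsenate coupling system with diaphorase/resazurin was added; resorufin fluorescence (525/598 nm) was read after 20 min.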
Active calls of the source: *; ? = inconclusive; nt = no result given; & = joins results of further samples; [ ] = another dose, or the depositor's remark. Unless noted, the call rests on the fitted dose curve; in most records, active means well fitted curve in the direction sought with a large enough effect; inconclusive means small, poorly fitted or top-dose-only effect, or another doubt; inactive means no such curve, though single readings can be large; an effect the other way counts as inactive or inconclusive. Unless noted, on the % scale 0 is the no-effect control and ±100 the full control effect.

SMILES	HCV inh	Sm TGR block	AmpC inh no detg	HCMV antiviral	AmpC inh detg	Giardia FBPA inh
Cc1ccc(C(=O)NNC(=O)CCN2C(=O)C3CCCCC3C2=O)cc1 (stereo not drawn)	20.3%	-2.0%	-17.8%	-30.6	-6.4%	6.6%
C/C(=N\NC(=S)NCc1ccccc1)c1ccc(Cl)s1	11.2µM*	4.0%	-37.5%	?	1.1%	-5.6%
N=c1scc(-c2ccccc2)n1/N=C/c1ccco1	?	0.7%	-38.8%	7.5	?	-16.1%
O=[N+]([O-])/C(C(Cl)=C(Cl)Cl)=C1\Nc2ccccc2O1	24.0%	14.1µM*	-29.6%	48.7	-4.2%	?
Cc1ccc(-n2ncc(C(=O)NCCN3CCN(C)CC3)c2C2CCN(C(=O)OC(C)(C)C)CC2)cc1	nt	4.4%	nt	?	0.9%	nt
O=C(NCCO)C(O)C(O)C(=O)NCCO (stereo not drawn)	8.2%	?	1.5%	?	-0.6%	-5.1%
COc1cc(C=C2C(=O)NC(=O)NC2=O)ccc1OS(=O)(=O)c1ccccc1[N+](=O)[O-]	-15.9%	2.82µM*	-16.1%	-21.5	-12.1%	-26.2%
COc1ccc(Cn2nnnc2C(c2ccccc2Cl)N2CCC(C(N)=O)CC2)cc1 (stereo not drawn)	5.9%	-25.1%	81.5%[activator]	24.8	0.1%	-1.9%
COc1ccc(OC)c(NC=C2C(=O)OC3(CCCCC3)OC2=O)c1	24.2%	-0.4%	-0.5%	45.9	-2.6%	-10.3%
O=C(Nc1nccs1)c1nc[nH]c1C(=O)NCc1ccccc1	2.5%	-11.8%	-11.2%	6.3	-0.2%	nt
CCN(CC(=O)Nc1c(F)cccc1F)C(=O)c1cc(S(=O)(=O)N(CC)CC)ccc1N1CCCCC1	-2.5%	4.6%	68.1%[activator]	-35.8	3.9%	8.5%
CCCN(c1ccc(C(C)C)cc1)S(=O)(=O)c1c(C)[nH]c(=O)[nH]c1=O	14.9%	-6.2%	-15.0%	-13.5	-10.3%	0.1%
CCOC(=O)c1c(C)oc2ncnc(NCCc3ccccc3)c12	nt	2.9%	nt	4.6	17.1%	nt
CCN(CC)CCOC(=O)c1ccc(N/C=C(/C#N)c2nc(-c3cc4ccccc4oc3=O)cs2)cc1	3.2%	?	6.5%	-1.8	1.5%	4.7%
O=[N+]([O-])c1ccc(COc2cccnc2)cc1	23.7%	2.8%	-21.5%	6.2	6.0%	-0.7%
CC1(C)CC(=O)C(C=NCC2CCNCC2)=C(O)C1	3.5%	-22.6%	-15.9%	32.4	1.0%	1.0%
COC(=O)CSc1nc(-c2ccccc2)c2c(c1C#N)CCCC2	?	-11.2%	-5.8%	-26.3	-7.6%	8.9%
CCc1ccc2ncc3c(-c4ccc(C)cc4)nn(CC(=O)Nc4ccc(C)cc4)c3c2c1	nt	-2.3%	nt	9.2	6.2%	nt
CC(C)(C)NC(=O)c1cnn(-c2ccccc2)c1NC(=O)c1ccccc1	13.4%	5.4%	0.5%	-34.3	-0.4%	-1.1%
C/[N+]([O-])=C\C1C(=O)CC(C)(C)CC1=O	-1.8%	-36.0%	-15.0%	8.8	2.1%	2.4%
Cc1cccc(/C=C2\Sc3ccc(C(=O)N4CCCCC4)cc3N(C)C2=O)c1	3.9%	-0.5%	177.3%[activator]	-19.2	-0.2%	nt
COc1cc(CN2CCNC(=O)C2CC(=O)N(Cc2nccn2C)C(C)C)cc(OC)c1 (stereo not drawn)	8.8%	?	27.1%	-28.5	8.6%	-18.0%
O=c1nc(NC2CCCC2)ccn1Cc1cccc(Br)c1	-12.0%	5.2%	-26.2%	0.8	-2.1%	2.2%
CCCCn1c(SCC(=O)Nc2cc(C)on2)nc2cc(S(N)(=O)=O)ccc21	-19.4%	-13.6%	-19.4%	-26.4	-8.6%	nt
Cn1cc(C(=O)N/N=C/c2cc(Br)cs2)c2ccccc21	nt	-8.1%	-23.1%	nt	-0.9%	1.8%
O=C(OCc1nnc(-c2ccccc2)o1)C1CC(=O)N(Cc2ccco2)C1 (stereo not drawn)	6.4%	14.1µM*	11.9%	?	-22.9%	-2.1%
O=C(O)c1ccc(-n2nc(C(F)(F)F)c3c2CCCC3)cc1	-11.8%&18.4%	-2.2%	-31.4%&-8.7%	-5.6&57.0	-0.3%&6.2%	?
O=C(Nc1ccc2[nH]ccc2c1)c1ccc(F)cc1	-10.5%	12.0%	-25.2%	116.7	1.4%	-4.0%
Cn1cccc1C(=O)OCC(=O)NCc1ccc2c(c1)OCO2	-10.4%	2.0%	-23.2%	-5.5	4.7%	nt
CN(C)c1nc2n(c(=S)n1)CCS2	-10.0%	12.5%	-14.2%	-11.4	-12.0%	-21.4%
CCOC(=O)n1c(=O)n(Cc2ccc(F)cc2)c2ccccc21	-19.6%	1.5%	-3.2%	-6.1	8.2%	3.3%
O=C(CSc1nnnn1-c1ccc(Cl)cc1)Nc1cccnc1Cl	-29.0%	-4.7%	-56.8%	-71.1*	-1.1%	0.4%
Cc1nnc(SCCN2CCOCC2)n1-c1cccc(Cl)c1	0.6%	-1.2%	-12.2%	35.1	6.0%	-18.9%
CCOc1ccc(NC(=O)C2CCN(S(=O)(=O)c3ccc4c(c3)oc(=O)n4C)CC2)cc1	nt	-1.6%	nt	6.6	6.3%	nt
C=CCN(C(=O)CNC(=O)c1ccco1)C(C(=O)NC1CCCCC1)c1ccc(OC)cc1 (stereo not drawn)	-2.9%	-0.1%	-3.1%	-7.0	5.5%	-0.5%
COc1ccc(OC)c(N(CC(=O)NC2CCCCCC2)S(=O)(=O)c2ccc(C)cc2)c1	5.9%	0.0%	82.7%[activator]	-3.4	-1.5%	nt
N#Cc1c(N2C(=O)C3C4C=CC(C4)C3C2=O)sc2c1CCC2 (stereo not drawn)	-8.6%	2.9%	-12.0%	-3.4	-0.1%	1.9%
COc1ccccc1OCC(=O)N(Cc1nc(-c2ccccc2)no1)C(C)C	3.16µM*	-0.3%	80.3%[activator]	-5.3	-8.4%	-7.2%
CC(Sc1ccc(Cl)cc1)C(=O)NNC(=O)c1ccco1 (stereo not drawn)	?	nt	-1.4%	-4.6	nt	nt
O=c1oc2c(CN3CCCC3)c(O)ccc2cc1-c1ccccc1	nt	-7.8%	nt	16.1	2.4%	nt
NS(=O)(=O)c1ccc(NC(=O)C(=O)NCCC(=O)O)cc1	21.0%	2.4%	-12.4%	3.7	-2.5%	3.8%
CC1CN(C(=O)NCc2ccccc2)c2cc(Cl)ccc2O1 (stereo not drawn)	-23.6%	-12.2%&5.4%	-16.8%	-21.2&20.1	-0.3%&4.4%	0.3%
Cc1c(Cl)cccc1NC(=O)Nc1cnccn1	-15.4%	1.2%	-5.2%	-30.0	2.1%	nt
COc1ccc(-c2nnn(CC(=O)c3c[nH]c4ccccc34)n2)cc1OC	?	-1.6%	-16.1%	15.0	-12.9%	1.8%
Cc1ccc(-n2c3c(cc(C(=O)NCC(=O)c4ccccc4)c2=O)C(=O)CCC3)cc1	-14.0%	1.0%	-3.8%	-9.9	-7.8%	nt
CC1CCCCN1C(=O)COC(=O)c1ccc2ccccc2n1 (stereo not drawn)	4.6%	-2.6%	2.6%	?	-11.6%	nt
CN1CCN(C(CNC(=O)C(=O)Nc2ccc3c(c2)OCCO3)c2ccc(F)cc2)CC1 (stereo not drawn)	?	-0.6%	11.5%	-9.9	?	nt
CN1CCN(C(=O)CCc2nc(-c3ccc(Cl)cc3)no2)CC1	-19.7%	-15.4%	-2.9%	-2.0	4.2%	3.5%
COC(=O)c1c(NC(=O)c2ccccc2)sc(C(=O)c2ccccc2)c1C	?	0.0%	-9.5%	-15.7	-10.6%	0.6%
O=C(O)CCCCCNC(=O)Nc1ccc2c(c1)OCCO2	9.2%	-0.7%	-25.5%	54.4	-14.6%	-0.2%
O=C(CSc1nnc(Cc2ccccc2)o1)NCc1ccc2c(c1)OCO2	17.3%	-12.1%	-48.2%	-32.1	-5.1%	-1.0%
COCCOc1nc2ccccc2nc1C	9.1%	-2.6%	-3.7%	8.3	2.4%	1.5%
CCc1ccc(S(=O)(=O)Nc2cccc(-c3ccc(N4CCCCC4)nn3)c2)s1	nt	7.2%	nt	5.0	-4.4%	nt
O=C(CSc1nnc(CNC(=O)c2c(F)cccc2Cl)o1)Nc1ccccc1	-18.2%&-11.3%	2.5%	-9.7%	-20.9	-9.2%	3.9%
O=C(NCCS(=O)(=O)N1CCN(c2ccc(F)cc2)CC1)c1ccc2c(c1)OCO2	-7.4%	-11.9%	-19.8%	-17.0	?	nt
COC(=O)C(NC(C)=O)(Nc1sc2c(c1C(N)=O)CCCC2)C(F)(F)F (stereo not drawn)	11.3%	?	-15.6%	-20.8	?	-21.3%
CCOc1ccc(S(=O)(=O)NCc2ccccn2)cc1NC(=O)c1ccccc1	?	1.1%	-31.6%	-12.6	-9.2%	nt
COC(=O)c1sccc1S(=O)(=O)N1CCN(c2ccccc2)CC1	nt	29.8%	nt	11.7	2.3%	nt
O=C(N/N=C/c1ccc(Br)cc1)c1ccccc1-n1cccc1	3.6%	-3.9%	-28.4%	23.4	-2.1%	-0.9%
CC(C)c1ccc(OCc2ccc(C(=O)N(C)C)o2)cc1	-7.6%	-14.4%	48.2%	54.8	-5.7%	-3.0%
Following part.
SMILES	HCV inh	Sm TGR block	AmpC inh no detg	HCMV antiviral	AmpC inh detg	Giardia FBPA inh
Cc1nonc1NC(=O)CSc1nc2ccccc2[nH]1	10.4%	7.7%	-23.5%	-3.9	1.1%	-1.8%
CCCCn1c(N)c(N(CC(C)C)C(=O)c2ccc(S(=O)(=O)N3CCC(C)CC3)cc2)c(=O)[nH]c1=O	-6.4%	-3.2%	-18.0%	-14.5	-2.3%	nt
CCN(CC)C(=O)c1ccccc1NC(=O)c1ccccc1SC	5.4%	-7.8%	-7.0%	-32.7	-1.4%	-0.4%
O=S(=O)(Nc1ccc(O)c(Sc2nc3ccccc3s2)c1)c1cc(Cl)ccc1Cl	nt	-15.8%	nt	19.9	2.5%	nt
CN(C(=O)C1CCCO1)c1nnc(-c2cnccn2)s1 (stereo not drawn)	5.8%	1.9%	-19.1%	35.0	-0.8%	5.0%
CCCCc1ccc(NC(=S)NN2CCOCC2)cc1	-6.8%	-20.7%	50.1%	-17.8	?	17.9%

Record cards, as listed above. Screens in order: HCV inh, Sm TGR block, AmpC inh no detg, HCMV antiviral, AmpC inh detg, Giardia FBPA inh
CCN(CC)C(=O)c1ccccc1NC(=O)c1ccccc1SC is entered as 5.4%, -7.8%, -7.0%, -32.7, -1.4%, -0.4%
CCCCc1ccc(NC(=S)NN2CCOCC2)cc1 is entered as -6.8%, -20.7%, 50.1%, -17.8, ?, 17.9%
CN(C(=O)C1CCCO1)c1nnc(-c2cnccn2)s1 (stereo not drawn) is entered as 5.8%, 1.9%, -19.1%, 35.0, -0.8%, 5.0%
CCCCn1c(N)c(N(CC(C)C)C(=O)c2ccc(S(=O)(=O)N3CCC(C)CC3)cc2)c(=O)[nH]c1=O is entered as -6.4%, -3.2%, -18.0%, -14.5, -2.3%, nt
